Source: PubChem (National Center for Advancing Translational Sciences (NCATS))
SMN2 splice enh: qHTS Assay for Enhancers of SMN2 Splice Variant Expression; HEK293 SMN2-luciferase splicing reporter, luminescence, 30-36 h; Potency, µM (top dose mostly 46.1 µM), for the others: at the top dose activity change, positive = activation, hits mostly activators; actives 2.8% (n = 210,000); AID 1458, 2008; also: % of control where 0% means no effect; nearly all actives have a fitted effect of over 55% in size
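HEK293 cells carry an SMN2 minigene-luciferase reporter in which exon 7 inclusion puts luciferase in frame. Cells were seeded at 2000 cells/well, attached for 10-12 hours, then exposed to compounds for 30-36 hours at 37C before ONE-Glo luminescence.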
Lamin A splicing: qHTS Assay for Modulators of Lamin A Splicing; HeLa LMNA splicing GFP/RFP minigene ratio, 48 h; Potency, µM (top dose mostly 46.1 µM), for the others: at the top dose ratio change, negative = inhibition, actives largely listed as inhibitors; actives 0.01% (n = 200,000); active = well fitted inhibition curve with a large enough effect in the signal ratio, with a control signal flat, not every such curve was filed as active; inconclusive = small, poorly fitted or top-dose-only effect, or effect the other way, or a change in a side signal; the % refers to the signal ratio; also: % is scaled to controls: 0 for no effect and ±100 for the full control effect
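Read-out is the ratio of GFP to DsRed2 object intensity, acquired by 488 nm laser-scanning cytometry on HeLa lamin A-EGFP minigene reporter cells. Compound incubation 48 hrs at 37 °C in Opti-MEM with 2% FBS; DMSO 0.5% final.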
Tau fibril ThT: qHTS for Inhibitors of Tau Fibril Formation, Thioflavin T Binding | recombinant tau K18 P301L (four-repeat tau fragment), heparin-induced fibrillization, ThT fluorescence | Microtubule-associated protein tau (Homo sapiens), P10636 | actives 2.1% (n = 270,000) | AID 1460, 2008 | Potency, µM (top dose mostly 57.4 µM), for the others: at the highest dose activity, negative = inhibition, hits mostly inhibitors; also: % is scaled to controls: 0 for no effect and ±100 for the full control effect; nearly all actives have a fitted effect of over 55% in size
Target sequence (P10636 561-689 P618L limits assumed): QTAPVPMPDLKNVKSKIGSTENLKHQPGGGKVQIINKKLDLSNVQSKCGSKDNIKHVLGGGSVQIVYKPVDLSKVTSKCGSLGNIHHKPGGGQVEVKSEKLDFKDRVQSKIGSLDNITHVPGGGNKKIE
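Heparin-induced fibrillization of the P301L-mutant K18 repeat-domain fragment of human tau was followed by ThT binding in quantitative high-throughput format.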
ALDH1A1 block: qHTS Assay for Inhibitors of Aldehyde Dehydrogenase 1 (ALDH1A1) | Purified ALDH1A1, NADH fluorescence, propionaldehyde substrate | actives 7.3% (n = 220,000) | Potency, µM (series often up to 75.3 µM), for inactives: top-dose activity, negative = inhibition, usual class: inhibitors; active = well fitted inhibition curve with a large enough effect, not every such curve was filed as active; inconclusive = small, poorly fitted or top-dose-only effect, or another doubt; inactive = no such curve, though single readings can be large or run the other way;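 also: plate controls were no enzyme wells and a reference inhibitor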
Target sequence (P00352 whole entry, looked up): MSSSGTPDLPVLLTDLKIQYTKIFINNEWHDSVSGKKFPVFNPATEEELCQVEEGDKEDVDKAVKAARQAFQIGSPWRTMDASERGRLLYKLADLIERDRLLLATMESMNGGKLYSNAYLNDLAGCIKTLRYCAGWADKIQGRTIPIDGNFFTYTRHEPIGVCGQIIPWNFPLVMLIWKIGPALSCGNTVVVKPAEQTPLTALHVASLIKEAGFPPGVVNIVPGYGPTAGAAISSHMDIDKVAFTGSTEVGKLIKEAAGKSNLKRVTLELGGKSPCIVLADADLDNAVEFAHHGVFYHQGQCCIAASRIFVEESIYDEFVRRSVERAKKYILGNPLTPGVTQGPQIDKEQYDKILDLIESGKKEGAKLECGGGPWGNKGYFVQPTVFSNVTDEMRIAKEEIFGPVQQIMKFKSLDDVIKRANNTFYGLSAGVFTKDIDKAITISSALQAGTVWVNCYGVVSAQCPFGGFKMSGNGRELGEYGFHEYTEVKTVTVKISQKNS
KDM4E inh: qHTS Assay for Inhibitors of Human Jumonji Domain Containing 2E (JMJD2E); Lysine-specific demethylase 4E (Homo sapiens), B2RXH2; JMJD2E catalytic domain, FDH-coupled NADH fluorescence (FDH is formaldehyde dehydrogenase); Potency, µM (series often up to 57.1 µM), for inactives: top-dose activity change, negative = inhibition, actives largely listed as inhibitors; actives 1.6% (n = 230,000); active = well fitted inhibition curve with a large enough effect, not every such curve was filed as active; inconclusive = small, poorly fitted or top-dose-only effect, or another doubt; inactive = no such curve, though single readings can be large or run the other way;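 also: 0% = wells with enzyme and -100% = buffer wells without enzyme; nearly all actives have a fitted effect of over 50% in size; many of its hits are not listed in these tables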
Target sequence (B2RXH2 1-337 limits assumed): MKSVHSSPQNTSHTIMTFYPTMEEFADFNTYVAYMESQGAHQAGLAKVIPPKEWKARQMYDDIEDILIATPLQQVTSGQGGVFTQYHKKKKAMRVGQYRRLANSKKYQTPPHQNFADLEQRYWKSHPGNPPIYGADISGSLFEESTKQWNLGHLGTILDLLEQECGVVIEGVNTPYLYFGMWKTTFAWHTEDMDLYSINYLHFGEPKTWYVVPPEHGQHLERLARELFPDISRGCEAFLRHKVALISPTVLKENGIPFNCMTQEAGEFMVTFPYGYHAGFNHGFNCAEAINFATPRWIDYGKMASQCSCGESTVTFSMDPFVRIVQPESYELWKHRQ
KinaseGlo FLuc: Counterscreen for Luciferase (Kinase-Glo TM) Inhibition; Luciferin 4-monooxygenase (Photuris pensylvanica), Q27757; Kinase-Glo luciferase, ATP luminescence, 8 min; Potency, µM (titrated, usually from 38.3 µM), without a hit: top-dose activity change, negative = inhibition, hits mostly inhibitors; actives 0.28% (n = 200,000); AID 1379, 2008; also: % is scaled to controls: 0 for no effect and ±100 for the full control effect; nearly all actives have a fitted effect of over 60% in size
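Inhibition of Kinase-Glo luciferase light generation was assessed at 10 uM ATP in pH 7.2 imidazole buffer, with luminescence measured after eight minutes at ambient temperature.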
L3MBTL1 block: qHTS Assay for the Inhibitors of L3MBTL1 | actives 0.66% (n = 230,000) | AID 485360, 2010 | AlphaScreen L3MBTL1–H3K9me1 peptide binding | Potency, µM (titrated, usually from 57.1 µM), inactives show top-dose activity, negative = inhibition, actives largely listed as inhibitors | Lethal(3)malignant brain tumor-like protein 1 (Homo sapiens), Q9Y468; also: % is scaled to controls: 0 for no effect and ±100 for the full control effect; nearly all actives have a fitted effect of over 60% in size
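AlphaScreen proximity signal between nickel-chelate acceptor and streptavidin donor beads (final 10 ug/mL) reports binding of 50 nM L3MBTL1 to 75 nM biotin-H3 K9me1 peptide; complex incubated with compounds 30 min at room temperature; cefsulodin titration as control.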
RECQ1 inh: qHTS Assay for Inhibitors of RecQ-Like Dna Helicase 1 (RECQ1); ATP-dependent DNA helicase Q1 (Homo sapiens), P46063; RECQ1 DNA unwinding, red fluorescence kinetic read; Potency, µM (highest dose often 57.3 µM), for inactives: top-dose activity, negative = inhibition, hits mostly inhibitors; actives 0.54% (n = 240,000); AID 2549, 2010;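 also: plate controls were vehicle for no effect and no enzyme for full effect; nearly all actives have a fitted effect of over 30% in size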
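RECQ1T1 50 nM; forked duplex (20 bp + 30-nt ss tails) 200 nM, ATP 2 mM final; pH 8.0, 2 mM MgCl2, 2.5 ug/ml poly(dI-dC); 15 min compound preincubation; discontinuous kinetic read over 2 h at RT.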
* = called active by the depositor; i = inactive; ? = inconclusive; . = not tested or not shown; [ ] = remark or other dose. Unless noted, calls follow the shape of the dose curve; as a rule, active = well fitted curve in the direction sought with a large enough effect; inconclusive = small, poorly fitted or top-dose-only effect, or another doubt; inactive = no such curve, though single readings can be large; an effect the other way counts as inactive or inconclusive. Potency is read from the fitted curve at half-maximal effect.

SMILES	SMN2 splice enh	Lamin A splicing	Tau fibril ThT	ALDH1A1 block	KDM4E inh	KinaseGlo FLuc	L3MBTL1 block	RECQ1 inh
Cc1ccc(Nc2cnn(C34CC5CC(CC(CC(=O)O)(C5)C3)C4)c(=O)c2Cl)cc1C	-20%	-3%	-12%	?	6%	2%	.	-11%
Cc1cccc(N=C2NC(=O)/C(=C/C=C/c3ccco3)S2)c1	21%	?	5µM*	?	?	-1%	?	35µM*
CCCNC(=O)CN(c1ccc(F)cc1)S(=O)(=O)c1ccc2c(c1)OCCO2	-9%	8%	-2%	-4%	5%	17%	.	-2%
COc1ccccc1NC(=O)CNC(=O)c1ccccc1	?	3%	12%	3%	1%	0%	6%[11.4 µM]	2%
CCSc1nnc(-c2ccc(OC)cc2)o1	11µM*	9%	-11%	?	-8%	-13%	5%	-5%
CC(=O)N(C)c1ccc(NS(=O)(=O)c2cc(Cl)ccc2Cl)cc1	-2%	?	2%	15%	1%	1%	6%	i
Cc1sc2ncnc(SCC(=O)N(C(C)C)C(C)C)c2c1C	-21%	.	8%	8%	2%	3%	1%	i
O=S(=O)([O-])CCC[N+]1(CC#Cc2ccccc2)CCCCC1	-48%[inhibitor]	.	10%	-1%	-4%	4%	.	0%
O=[N+]([O-])c1ccc(/C=C2\CCC(C3=CCCC3)=C2N2CCOCC2)cc1	1%	?	16µM*	14µM*	?	-3%	-2%	-18%
CCn1c(COc2cccc(C)c2)nnc1SCC(=O)Nc1cccc(C(=O)OC)c1	4%	2%	?	-16%	-13%	-1%	7%	-8%
CC(=O)c1ccc(Nc2ccc(-c3ccccc3F)nn2)cc1	7.1µM*	.	?	?	5%	-5%	-2%	i
COC(=O)c1ccc(COc2ccc(C=O)cc2OC)o1	.	.	-14%	?	-25%	-8%	2%	-2%
CCCOC(=O)c1c(NC(=O)CCCn2nc([N+](=O)[O-])c(Cl)c2C)sc(C(=O)OC)c1C	-25%	-14%	-12%	-2%	-1%	0%	-12%	19%
O=C(c1ccc([N+](=O)[O-])cc1[N+](=O)[O-])N1CCCC1	4%	?	5%	-2%	-2%	1%	3%	-1%
CC(=O)Nc1ccc(S(=O)(=O)NCCC(=O)Nc2ccc(C)c(Cl)c2)cc1	-7%	-11%	7%	-4%	-2%	0%	6%	-11%
CCC(=O)Nc1ccc(C(=O)CSc2nc3ccccc3[nH]2)cc1	8%	12%	?	14%	1%	-2%	-1%	-18%
CN(C(=O)COc1ccccc1)c1nc(-c2ccc(F)cc2)cs1	1%	-22%[46 µM]	?	6%	-13%	-1%	-2%	-5%
Cc1occc1C(=O)N/N=C/c1cccs1	25%	15%	-11%	12%	5%	?	-5%	0%
CSc1nc2c(c(=O)n1-c1ccc(C)cc1)SCC2	?	3%	-2%	0%	5%	6%	-3%	-10%
O=C(COc1ccc(F)cc1Br)N1CCN(c2ncccn2)CC1	12%	-16%[46 µM]	0%	4%	?	1%	4%	-6%
Cc1cccc2cc(CN(Cc3nnnn3Cc3ccccc3)C3CCCC3)c(=O)[nH]c12	-12%	-14%	?	16µM*	?	4%	-4%	-3%
C=CCSc1nc2c(cc1C#N)CCC2	-2%	16%	2%	?	2%	-1%	59%[activator]	-5%
COc1ccc(C2CC23N=C(c2ccccc2)OC3=O)cc1 (stereo unspecified)	-8%	2%	?	?	-5%	-5%	-7%	i
CCN(CC)C(=O)c1ccc(N)cc1	2%	-8%[46 µM]	0%	0%	-1%	2%	4%	i
Nc1c2c(nc3ccccc13)N(c1ccccc1)CC2	-3%	?	-12%	?	?	1%	-5%	-7%
CC(=O)Oc1ccc(/C=c2\sc3ncnn3c2=O)cc1	2%	0%	?	?	-6%	-1%	-4%	-7%
Cn1cc(Cl)c(C(=O)OCC(=O)Nc2ccccc2)n1	-3%	-2%	-5%	-13%	-1%	1%	.	-13%
O=C(Nc1nnc(C2CCCO2)s1)c1ccc(Br)cc1 (stereo unspecified)	27%	-4%	-4%	-15%	-1%	6%	.	-6%
Cc1c(O)ccc2c(CN3CCN(C/C=C/c4ccccc4)CC3)cc(=O)oc12	.	.	-5%	.	?	.	-18%	0%
COc1ccc2cc(OC)c(C(=O)N3CCOCC3)cc2c1	-10%	30%[46 µM]	2%	?	?	-7%	1%	-10%
Cn1c(SCC(=O)Nc2nc3ccccc3s2)nnc1-c1ccccc1	6%	-2%	?	4%	1%	-3%	.	-12%
O=C(Nc1ccc(Br)cc1)c1ccc(F)c(S(=O)(=O)N2CCN(c3ccccn3)CC2)c1	-55%[inhibitor]	.	0%	20%	7%	1%	.	12%
CCCn1c(N)c(N2CCCCC2)c(=O)n(CC(=O)Nc2ccccc2)c1=O	6%	19%	-4%	5%	-1%	7%	.	-2%
CCc1cccc(CC)c1NC(=O)CSc1nc2ccc(N3C(=O)C4C(C3=O)[C@H]3C=C[C@@H]4C3)cc2s1 (stereo partly specified)	-41%[inhibitor]	-13%	-10%	18µM*	-10%	2%	3%	0%
CC(=O)Nc1ccc(S(=O)(=O)NNC2=NS(=O)(=O)c3ccccc32)cc1	-16%	.	-3%	-14%	0%	2%	.	i
C=CCn1cnc2c(nnn2-c2cc(C)cc(C)c2)c1=O	-20%	-4%[46 µM]	-6%	?	13%	-3%	7%	i
COc1cccc(CNC(=O)c2cc3c(C)nc4ccccc4c3o2)c1	-56%[inhibitor]	?	-8%	6%	-15%	1%	.	-2%
Cc1c(C(=O)C(=O)N2c3ccccc3CC2C)c2ccccc2n1C (stereo unspecified)	-4%	.	-9%	-8%	4%	3%	?	0%
c1ccc(Nc2nc(N3CCOCC3)nc(N3CCOCC3)n2)cc1	5%	?	-3%	2%	-1%	0%	3%	-15%
Cc1ccc(NC(=O)CCS(=O)(=O)c2ccccc2)cc1S(=O)(=O)N1CCOCC1	1%	.	8%	?	-3%	0%	0%	5%
C=CCn1nnnc1-c1cccc(Cl)c1	4%	.	-1%	-5%	7%	0%	.	i
Cc1cc(NC(C)C)n2c(nc3ccccc32)c1C#N	-2%	2%[9.22 µM]	-2%	?	?	-3%	10%	-2%
Cc1cc(C)n2c(SCc3nnc(-c4cccs4)o3)nnc2n1	0%	?	-4%	?	?	1%	9%	-7%
Cc1[nH]c2ccccc2c1CCNC(=O)c1ccc2c(c1[N+](=O)[O-])C(=O)c1ccccc1C2=O	-33%[inhibitor]	?	?	?	4%	-2%	0%	-15%
COC(=O)c1sc(=S)sc1C(=O)OC	-4%	3%	3.2µM*	-11%	0%	9%	1%	i
Cc1ccc(/C(O)=C/C(=O)C(=O)NC23CC4CC(CC(C4)C2)C3)cc1	.	.	?	.	-23%	.	-18%	-3%
N#CC1=C(N)Oc2ccc3ccccc3c2C1c1cccnc1 (stereo unspecified)	-29%	.	-12%	?	7%	1%	-2%	-3%
Nc1ccnn1Cc1cccs1	14%	7%	-1%	0%	4%	2%	7%	0%
O=C1Nc2ccccc2C12OCCS2 (stereo unspecified)	9%	0%	3%	-3%	3%	2%	5%	-4%
CSCCC(CO)NC(=O)OCc1ccccc1 (stereo unspecified)	19%	8%	-8%	?	?	0%	10%	i
Cc1ccc[n+](Cc2ccc([N+](=O)[O-])cc2)c1	.	?	-10%	11%	-5%	-2%	?	-16%
COc1ccc(N2CCN(C(=O)C(OC(C)=O)c3ccccc3)CC2)cc1 (stereo unspecified)	16%	-4%	-10%	-1%	1%	3%	-24%[11.4 µM]	i
c1ccc2c(c1)oc1c(N3CCOCC3)ncnc12	.	-7%	-9%	3%	1%	.	6%	-13%
O=C(Nc1ccc(NC(=O)c2cc([N+](=O)[O-])ccc2N2CCOCC2)cc1)c1cccs1	7%	.	?	?	-1%	2%	-2%	i
CCc1cc2c(=O)c(-c3nc4ccccc4n3C)c(CCCC(=O)O)oc2cc1OC(=O)C(C)(C)C	-4%	.	-10%	-5%	?	-2%	.	7%
CC(C)[C@H](NC(=O)NCCc1ccc(Cl)cc1)C(=O)O	-9%	5%	-7%	8%	-4%	-2%	5%	-8%

A portion from the list above:
SMILES	SMN2 splice enh	Lamin A splicing	Tau fibril ThT	ALDH1A1 block	KDM4E inh	KinaseGlo FLuc	L3MBTL1 block	RECQ1 inh
CSCCC(CO)NC(=O)OCc1ccccc1 (stereo unspecified)	19%	8%	-8%	?	?	0%	10%	i
Cc1ccc[n+](Cc2ccc([N+](=O)[O-])cc2)c1	.	?	-10%	11%	-5%	-2%	?	-16%
COc1ccc(N2CCN(C(=O)C(OC(C)=O)c3ccccc3)CC2)cc1 (stereo unspecified)	16%	-4%	-10%	-1%	1%	3%	-24%[11.4 µM]	i
c1ccc2c(c1)oc1c(N3CCOCC3)ncnc12	.	-7%	-9%	3%	1%	.	6%	-13%
O=C(Nc1ccc(NC(=O)c2cc([N+](=O)[O-])ccc2N2CCOCC2)cc1)c1cccs1	7%	.	?	?	-1%	2%	-2%	i
CCc1cc2c(=O)c(-c3nc4ccccc4n3C)c(CCCC(=O)O)oc2cc1OC(=O)C(C)(C)C	-4%	.	-10%	-5%	?	-2%	.	7%
CC(C)[C@H](NC(=O)NCCc1ccc(Cl)cc1)C(=O)O	-9%	5%	-7%	8%	-4%	-2%	5%	-8%

Some of the compounds tested; count on the stated rates, not on these rows.
